Bioassay records from PubChem BioAssay.
Anesthetic bind = qHTS Assay for Identification of Novel General Anesthetics | apoferritin/1-aminoanthracene competitive binding, fluorescence | Potency, µM (highest dose often 77.5 µM), without a hit: at the highest dose activity change, negative = displacement, usual class: inhibitors | 350,000 tested, 0.074% active | AID 485281, 2010; further: potency means the concentration at half of the fitted maximal effect; on the % scale 0 is the no-effect control and ±100 the full control effect; nearly all actives have a fitted effect of over 20% in size
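Apoferritin-based anesthetic binding model; compound displacement of fluorescent 1-AMA measured as endpoint fluorescence after 10 minutes at room temperature, scaled to free-ligand and complex controls.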
12-LOX inh = Primary qHTS assay for inhibitors of human arachidonate 12S-lipoxygenase (ALOX12): Round 2 | Polyunsaturated fatty acid lipoxygenase ALOX12 (Homo sapiens), P18054 | purified 12hLO, xylenol orange hydroperoxide absorbance | Potency, µM (series often up to 108 µM), without a hit: at the top dose activity change, negative = inhibition, hits mostly inhibitors | 580,000 tested, 1.1% active | AID 1671190, 2021; further: potency means the concentration at half of the fitted maximal effect; on the % scale 0 is the no-effect control and ±100 the full control effect
Target sequence (P18054 whole entry, looked up): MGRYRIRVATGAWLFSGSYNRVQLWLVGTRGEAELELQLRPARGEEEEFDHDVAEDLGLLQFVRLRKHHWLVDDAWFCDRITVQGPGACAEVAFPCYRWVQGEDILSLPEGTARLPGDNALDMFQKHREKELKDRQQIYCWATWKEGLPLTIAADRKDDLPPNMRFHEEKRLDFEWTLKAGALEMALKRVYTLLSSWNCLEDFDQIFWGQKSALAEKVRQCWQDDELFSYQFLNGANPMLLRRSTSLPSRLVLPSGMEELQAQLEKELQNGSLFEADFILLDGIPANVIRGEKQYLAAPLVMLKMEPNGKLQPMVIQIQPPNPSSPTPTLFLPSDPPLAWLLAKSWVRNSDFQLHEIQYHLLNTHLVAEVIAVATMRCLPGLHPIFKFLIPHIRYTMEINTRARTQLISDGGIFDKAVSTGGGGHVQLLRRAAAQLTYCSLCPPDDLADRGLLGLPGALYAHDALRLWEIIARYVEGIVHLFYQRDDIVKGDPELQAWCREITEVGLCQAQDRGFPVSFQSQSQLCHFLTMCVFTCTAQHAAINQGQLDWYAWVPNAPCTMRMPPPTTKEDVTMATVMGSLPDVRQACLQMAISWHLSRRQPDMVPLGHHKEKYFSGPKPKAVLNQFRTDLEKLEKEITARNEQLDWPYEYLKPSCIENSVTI
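Purified human 12hLO (150 nM final) in 25 mM Hepes, 0.01% Triton X-100, pH 7.0 was preincubated 15 min at room temperature with compound. Then 40 uM arachidonic acid was added, 30 min. Hydroperoxide was read by Fe-XO absorbance ratio 573/405 nm.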
APEX1 inh = qHTS Assay for Inhibitors of the Human Apurinic/apyrimidinic Endonuclease 1 (APE1) | DNA repair nuclease/redox regulator APEX1 (Homo sapiens), P27695 | recombinant APE1, TAMRA/BHQ-2 abasic DNA cleavage fluorescence | Potency, µM (series often up to 65.8 µM), without a hit: at the highest dose activity change, negative = inhibition, hits mostly inhibitors | 350,000 tested, 0.35% active | AID 2517, 2012;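 further: potency means the concentration at half of the fitted maximal effect; plate controls were vehicle for no effect and reference inhibitor for full effect; nearly all actives have a fitted effect of over 55% in size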
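Activity was derived from the fluorescence gain between first and third kinetic reads (60 s intervals, ex 525/em 598 nm) after 50 nM THF-abasic TAMRA/BHQ-2 duplex was added to 0.75 nM APE1 preincubated 15 min with compound.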
POLB inh = qHTS Assay for Inhibitors of DNA Polymerase Beta | Pol beta primer extension/strand displacement, fluorescence kinetic | AID 485314, 2010 | Potency, µM (top dose mostly 114 µM), for inactives: top-dose activity change, negative = inhibition, most hits filed as inhibitors | 340,000 tested, 1.3% active | P06746; further: potency means the concentration at half of the fitted maximal effect; on the % scale 0 is the no-effect control and ±100 the full control effect
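Values derive from four-parameter Hill fits of normalized kinetic data: reads at 0 and 10 min following addition of 50 nM substrate to 10 nM Pol beta preincubated 15 min with compound.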
ERG-DNA inh = qHTS for Small Molecule Inhibitors of the ERG Ets/DNA interaction; fluorescence polarization, His-ERG Ets domain / labelled DNA; Transcriptional regulator ERG (Homo sapiens), P11308; Potency, µM (highest dose often 76.9 µM), for inactives: at the top dose FP activity, negative = inhibition, usual class: inhibitors; AID 624246, 2012; 370,000 tested, 0.028% active; active means well fitted inhibition curve with a large enough effect in the polarisation, with a control signal flat; inconclusive means small, poorly fitted or top-dose-only effect, or effect the other way, or a change in a side signal; inactive means no such curve, though single readings can be large or run the other way; the % refers to the polarisation;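 further: polarization taken with two DNA probes labelled with fluorescein and Texas red; potency means the concentration at half of the fitted maximal effect; % of control where 0% means no effect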
Target sequence (P11308 whole entry, looked up, the tested form may be a part): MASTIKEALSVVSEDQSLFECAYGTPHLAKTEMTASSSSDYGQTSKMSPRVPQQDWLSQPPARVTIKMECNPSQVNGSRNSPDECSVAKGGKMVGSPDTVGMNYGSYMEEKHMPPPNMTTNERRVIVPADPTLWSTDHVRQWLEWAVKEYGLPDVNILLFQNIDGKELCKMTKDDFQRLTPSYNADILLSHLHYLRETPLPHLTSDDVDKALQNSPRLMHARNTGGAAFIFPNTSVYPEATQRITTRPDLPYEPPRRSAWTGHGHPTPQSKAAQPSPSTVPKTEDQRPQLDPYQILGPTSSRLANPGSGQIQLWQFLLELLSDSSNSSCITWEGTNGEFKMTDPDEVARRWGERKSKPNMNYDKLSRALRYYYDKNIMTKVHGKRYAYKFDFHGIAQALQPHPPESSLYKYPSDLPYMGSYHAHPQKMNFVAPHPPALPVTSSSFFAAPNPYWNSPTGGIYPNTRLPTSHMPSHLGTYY
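His-tagged ERG Ets domain (1 uM in the protein solution; 300mM KCl, 50mM Tris-HCl, 1mM EDTA, 1mM DTT, pH 7.5) received compound, then a probe mix of 5 nM fluorescein-DNA and 100nM Texas-615-DNA. Fluorescence polarization was read for both dyes.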
LDHA block = qHTS assay for inhibitors of human lactate dehydrogenase; L-lactate dehydrogenase A chain (Homo sapiens), P00338; 480,000 tested, 0.15% active; activity change, % (values are at about 110 or 230 µM); purified LDHA, NADH/diaphorase-resazurin fluorescence; active compounds read low; in the data active means activity change below about -30%; inconclusive means mostly about -25% to -30%;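 further: plate controls were DMSO wells for no effect and wells without enzyme for full effect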
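Human LDH5 at 2 nM final in Tris HCl pH 7.4 with 0.06 mM NADH and 0.2 mM pyruvate, reacted 5 minutes at room temperature. Remaining NADH coupled via diaphorase/resazurin; resorufin fluorescence read at 0 and 20 minutes, normalized to enzyme-free and DMSO wells.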
Pol eta inh = qHTS for Inhibitors of Polymerase Eta | Potency, µM (top dose mostly 114 µM), for inactives: at the top dose activity change, negative = inhibition, usual class: inhibitors | recombinant Pol eta, fluorescent DNA replication assay | AID 588591, 2011 | DNA polymerase eta (Homo sapiens), Q9Y253 | 390,000 tested, 1.2% active; further: potency means the concentration at half of the fitted maximal effect; on the % scale 0 is the no-effect control and ±100 the full control effect
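Fluorescent replication assay: 50 nM final substrate added after a 15 min room-temperature compound preincubation with 10 nM enzyme. Signal taken at 0 min and again at 10 min.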
RGS4 inhibitor = Inhibitors of Regulator of G Protein Signaling (RGS) 4: qHTS. AID 504845, 2011. 390,000 tested, 0.039% active. Potency, µM (highest dose often 114 µM), for inactives: at the highest dose activity change, negative = inhibition, usual class: inhibitors. Transcreener GDP fluorescence polarization, RGS4-accelerated GTP hydrolysis. Regulator of G-protein signaling 4 (Homo sapiens), P49798; further: potency means the concentration at half of the fitted maximal effect; on the % scale 0 is the no-effect control and ±100 the full control effect; nearly all actives have a fitted effect of over 75% in size; some results filed as inactive show a strong effect at the top dose
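MLSMR compounds (23 nl, pin-transferred) preincubated 10 min at room temperature with a 500nM (2x) first reagent, then RGS4 at 900nM (2x) plus Transcreener GDP mix added; fluorescence polarization (620/688 nm) read before and after 90 min at 30 °C.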
Pol kappa inh = qHTS for Inhibitors of Polymerase Kappa. purified Pol kappa, fluorescent DNA synthesis assay, 10 min. DNA polymerase kappa (Homo sapiens), Q9UBT6. 400,000 tested, 0.53% active. Potency, µM (highest dose often 107 µM), without a hit: top-dose activity, negative = inhibition, usual class: inhibitors. AID 588579, 2011; further: potency means the concentration at half of the fitted maximal effect; on the % scale 0 is the no-effect control and ±100 the full control effect
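10 nM Pol kappa preincubated 15 min at room temperature with compounds, then reaction started with substrate at 50 nM final. Fluorescence read kinetically at 0 and 10 min; buffer-only wells served as negative control.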
An asterisk follows results filed as active; ? = inconclusive; . = no result given; & = joins results of further samples; [ ] = dose if it differs, or a comment. Unless noted, the call rests on the fitted dose curve; in most records, active means well fitted curve in the direction sought with a large enough effect; inconclusive means small, poorly fitted or top-dose-only effect, or another doubt; inactive means no such curve, though single readings can be large; an effect the other way counts as inactive or inconclusive. An excerpt (hit frequency here may not be typical).

SMILES	Anesthetic bind	12-LOX inh	APEX1 inh	POLB inh	ERG-DNA inh	LDHA block	Pol eta inh	RGS4 inhibitor	Pol kappa inh
CC(=O)C1CCC2C3CCC4=CC(=O)C=CC4(C)C3CCC12C (centres undefined)	.	5.4%	.	.	-14.5%	-5.8	-16.2%	-12.1%	-4.7%
CC(=O)NC1CSCC1OC(C)=O (centres undefined)	-5.5%	14.7%	-3.9%	14.4%	13.4%	-4.8	-16.2%	-8.8%	-5.2%
CCN(CC)S(=O)(=O)c1ccc(N2CCOCC2)c(NC(=O)CSCc2c(C)noc2C)c1	.	-0.8%	.	.	2.9%	-0.6	-3.7%	20.4%	5.2%
CC(C)(C)NC(=O)NC(=O)COC(=O)CNC(=O)C1CCCCC1	-5.0%	-3.2%	9.9%	27.2%	-11.1%	-1.7	-10.2%	-5.4%	-8.3%
CC1=C(C(=O)Nc2ccc(F)cc2)C(c2cccc(C)c2)n2nc(CCCO)nc2N1 (centres undefined)	0.1%	410.5%[activator]	-2.7%	0.5%	8.5%	0.5	-11.7%	0.3%	25.4%
CCCCN=CC1=C(O)C(C(=O)OC)C(C)(C)CC1=O (centres undefined)	-7.0%	0.0%	1.5%	-24.2%	-3.5%	-5.2	-11.3%	-4.0%	-2.7%
CCOc1ccc(C(=O)c2cn(CC(=O)Nc3ccc(F)cc3)c3cc4c(cc3c2=O)OCCO4)cc1	-9.8%	-0.4%	.	29.3%	1.9%	3.5	-5.9%	-52.2%	-3.8%
COc1cc(NC(=O)Cc2c(C(=O)O)c(C)cn2C)cc(OC)c1	6.8%	1.2%	.	-14.2%	8.0%	-0.3	-6.8%	25.9%	-8.8%[60.1 µM]
C=CCOc1c(Br)cc(CNc2ccc3[nH]c(=O)[nH]c3c2)cc1OCC	-7.0%	12.5%	2.4%	0.9%	13.1%	4.8	-15.7%	-26.2%	-4.1%
CCOC(=O)c1sc2nc(C(C)C)c3c(c2c1N)CC(C)(C)OC3	25.4%	0.2%&0.0%	2.7%	0.1%	3.0%	18.5&-2.0	-11.2%	5.4%	-7.1%
Cc1ccc(SCCC(=O)NC2CC2)cc1	-10.5%	-4.8%	-2.8%	4.5%	25.5%	2.2	8.0%	16.3%	-12.8%
Cc1ccc(S(=O)(=O)/N=C(/c2ccc(F)cc2)N2CCCC2)cc1	-6.4%	-10.9%	1.1%	21.5%	-12.7%	-12.8	-11.3%	2.8%	1.6%
CC(C)(C)c1ccc(Cn2nnc3c(=O)[nH]c(C4CCCN(C(=O)Cc5cccs5)C4)nc32)cc1 (centres undefined)	?	-28.8%	-6.8%	1.5%	-15.3%	10.2	-19.0%	10.5%	-0.8%
Cc1ccc(S(=O)(=O)N(C)c2ccc(N)cc2)cc1	-9.0%	-3.8%	-3.6%	2.7%	-7.0%	0.0	-8.3%	-21.0%	-16.1%
Cc1cccc(NC(=O)CSc2cc(C)c(C#N)c3nc4ccccc4n23)c1	1.7%	-10.8%	4.5%	6.1%	1.5%	-0.5	-9.6%	-24.9%	-18.5%
CC(C(=O)NC1CCCC1)N(Cc1ccco1)C(=O)c1snc(C(=O)NC2CCCC2)c1N (centres undefined)	?	-15.2%	-0.9%	35.8%	.	-12.0	-16.2%	17.3%	-6.1%[60.1 µM]
COC(=O)c1ccc(C2C(Oc3ccc(OC)cc3)C(=O)N2CCc2ccc(OC)c(OC)c2)cc1 (centres undefined)	6.3%	0.7%	1.5%	-3.6%	3.8%	-9.7	-15.3%	-11.8%	-2.8%
Cc1nc(SCC(=O)N2CC(=O)Nc3ccccc32)c2c(C)c(C)sc2n1	-9.7%	-1.2%	-12.8%	14.6%	.	-1.2	-10.5%	2.8%	-0.8%
N#CC1=C2Nc3ccccc3N2C(=O)NC1(c1ccccc1)C(F)(F)F (centres undefined)	1.5%	0.0%	1.7%	-7.6%	3.2%	2.1	-5.0%	?	1.2%
CCN(CC)CCOC(c1ccccc1)c1ccc(C)cc1 (centres undefined)	-10.1%	-24.2%	0.7%	-0.7%	-2.2%	-1.4	0.5%	11.5%	-19.2%
NC(=O)c1ccc[n+](CCC[n+]2cccc(C(N)=O)c2)c1	-1.2%	-1.2%	2.4%	7.3%	2.3%	-2.2	-10.1%	-32.9%[56.9 µM]	5.3%
O=C(Nc1ccccc1C(=O)O)c1cccc(S(=O)(=O)Nc2ccc(Br)cc2)c1	24.3%	15.8µM*	48.1%[activator]	10.9%	5.7%	-11.9	-3.9%	-44.5%	-20.3%
O=C(COC(=O)c1cc(S(=O)(=O)N2CCCCC2)ccc1N1CCOCC1)c1ccccc1	.	-16.1%	0.0%	.	.	-2.8	-13.4%	?	-10.6%
Cc1cc(-c2nnc(CCC(=O)N(C)Cc3ccsc3)o2)no1	-11.4%	-6.2%	20.4%	20.5%	-2.4%	-2.1	-1.5%	4.3%	-7.6%[60.1 µM]
COc1cc2c(cc1OC)C(SC)=NC1(CCCC1)C2	-15.9%	-3.0%	5.5%	-0.7%	-4.1%	3.8	-9.1%	-42.1%	6.1%
COc1ccc(C(=O)c2nc3c(n2O)CCCC3)cc1OC	-19.1%	8.91µM*	5.2%	22.8%	3.5%	6.0	-14.5%	13.9%	-14.4%
O=C(COc1ccccc1)NNC(=S)NC(=O)c1ccccc1	-7.6%	?	-5.1%	16.1%	-5.4%	-6.3	-3.5%	-45.7%	1.5%
O=C(COc1ccccc1Cl)N1CCc2ccccc2C1	?	-13.5%	15.2%	8.6%	-7.8%	-5.2	-18.7%	2.6%	-1.9%
O=S(=O)(Nc1ccc(S(=O)(=O)Nc2ccccc2)cc1)c1ccccc1	-20.8%	-9.8%	-1.0%	29.2%	1.0%	-9.2	-0.1%	-26.6%	-23.0%
Cc1ccc(-c2nnc(N3CCOCC3)c3ccccc23)cc1S(N)(=O)=O	.	139.1%[activator]	.	.	-6.3%	-4.2	1.0%	12.3%	-4.7%
Cc1noc(C(=O)NCc2ccc(F)cc2)c1Cl	?	34.4%[activator]	-5.3%	21.3%	-12.8%	-2.0	-14.9%	-31.2%	-6.5%
COc1ccc(N2CCN(C(=O)c3cc4cc(Cl)ccc4[nH]3)CC2)cc1	-18.1%	41.3%[activator]	34.8%	1.9%	-1.6%	0.5	-18.4%	-2.7%	-4.3%
O=C(NCCC(=O)N1CCC2(CC1)NCCc1[nH]cnc12)c1cccc(Br)c1	-2.8%	-2.8%	17.1%	57.1%	13.0%	-4.5	-14.0%	31.2%	-1.5%
O=C(CSc1ncn[nH]1)Nc1ccc(S(=O)(=O)Nc2ncccn2)cc1	-0.8%	-5.4%	-2.8%	5.9%	-2.7%	2.0	-15.3%	-14.5%	14.8%
COc1ccc(Cl)cc1N(CC(=O)NC1CC1)S(=O)(=O)c1ccc(C)c([N+](=O)[O-])c1	-6.4%	0.0%	2.2%	4.7%	-3.4%	-4.0	-6.7%	-7.9%	-9.1%
CCOC(=O)N1CCN(C(=O)CCc2c(C)nc3c(c(C)nn3-c3ccc(C)c(C)c3)c2C)CC1	2.8%	-5.3%	-4.7%	2.5%	3.3%	-7.0	-5.2%	-4.8%	-15.7%
CC(=O)c1sc(NC(=O)CS(=O)(=O)c2ccccc2)nc1C	.	-12.0%	0.6%	.	5.5%	-2.9	-11.1%	-7.5%	-8.8%
Cc1ccc(NC(=O)C2(c3cccs3)CCOCC2)cc1Cl	?	0.0%	.	-15.2%	0.7%	-2.7	-18.1%	-26.6%	-8.2%[60.1 µM]
CC(SCc1cc(=O)n2c([nH]c3ccccc32)c1C#N)C(=O)O (centres undefined)	-4.8%	-23.9%	-1.3%	-29.8%	16.7%	-4.1	?	?	?
CCOCCCNC(=O)c1c(NC(=O)Cc2coc3c(C)c(C)ccc23)sc2c1CCC2	-0.8%	?	.	-9.9%	-12.0%	-4.5	-9.8%	-1.8%	0.0%
O=C(Nc1nnc(-c2ccccc2)o1)Nc1ccccc1Cl	17.0%	20.4%[57.4 µM]	?	6.0%	3.6%	-5.9	-18.1%	2.1%	-9.5%
CC1CCN(S(=O)(=O)c2ccc3c(c2)CCN3)CC1	50.4%[activator]	-29.0%	.	11.6%	10.7%	2.1	2.5%	15.9%	-9.2%[60.1 µM]

In the list so far, two contain a tert-butyl group.
SMILES	Anesthetic bind	12-LOX inh	APEX1 inh	POLB inh	ERG-DNA inh	LDHA block	Pol eta inh	RGS4 inhibitor	Pol kappa inh
CC(C)(C)NC(=O)NC(=O)COC(=O)CNC(=O)C1CCCCC1	-5.0%	-3.2%	9.9%	27.2%	-11.1%	-1.7	-10.2%	-5.4%	-8.3%
CC(C)(C)c1ccc(Cn2nnc3c(=O)[nH]c(C4CCCN(C(=O)Cc5cccs5)C4)nc32)cc1 (centres undefined)	?	-28.8%	-6.8%	1.5%	-15.3%	10.2	-19.0%	10.5%	-0.8%
